FEN1 inhibitor: human FEN1 inhibition. P39748. Recombinant FEN1 flap cleavage, fluorescence, 15 min. Potency, µM (series often up to 114 µM), inactives show at the highest dose activity change, negative = inhibition, most hits filed as inhibitors. 0.35% of 390,000 active. AID 588795; further: nearly all actives have a fitted effect of over 65% in size
Target sequence (P39748 whole entry, looked up): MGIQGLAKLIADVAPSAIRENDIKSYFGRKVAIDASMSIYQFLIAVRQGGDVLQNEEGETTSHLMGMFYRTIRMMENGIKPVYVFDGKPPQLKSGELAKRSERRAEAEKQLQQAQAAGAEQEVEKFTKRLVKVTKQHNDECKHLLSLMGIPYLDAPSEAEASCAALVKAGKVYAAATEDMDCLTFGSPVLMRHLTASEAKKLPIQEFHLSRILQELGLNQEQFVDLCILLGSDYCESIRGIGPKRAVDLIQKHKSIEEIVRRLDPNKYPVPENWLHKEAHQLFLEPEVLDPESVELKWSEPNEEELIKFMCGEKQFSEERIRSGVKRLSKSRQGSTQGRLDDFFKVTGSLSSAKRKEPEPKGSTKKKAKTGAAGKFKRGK
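In this screen, 50 nM flap DNA substrate was added to 10 nM FEN1 pretreated with compound for 15 min at room temperature; cleavage was followed with reads at 0 and 15 min, and Hill fitting gave concentration–response parameters.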
N370S GC mod: inhibitors or activators of N370S glucocerebrosidase for Gaucher disease | P04062 | N370S GC spleen homogenate, 4MU-glucoside fluorescence | Potency, µM (top dose mostly 59.4 µM), for inactives: at the highest dose activity change, negative = inhibition, most hits filed as inhibitors | 0.092% of 330,000 active | AID 2101;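 further: 0% = full enzyme activity and -100% = no enzyme basal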
TDP1 block: inhibitors of human tyrosyl-DNA phosphodiesterase TDP1; recombinant TDP1, AlphaScreen DNA substrate cleavage; Q9NUW8; AID 485290; Potency, µM (doses to about 130 µM), inactives show top-dose activity change, negative = inhibition, usual class: inhibitors; 0.28% of 350,000 active; further: nearly all actives have a fitted effect of over 40% in size
Target sequence (Q9NUW8 whole entry, looked up): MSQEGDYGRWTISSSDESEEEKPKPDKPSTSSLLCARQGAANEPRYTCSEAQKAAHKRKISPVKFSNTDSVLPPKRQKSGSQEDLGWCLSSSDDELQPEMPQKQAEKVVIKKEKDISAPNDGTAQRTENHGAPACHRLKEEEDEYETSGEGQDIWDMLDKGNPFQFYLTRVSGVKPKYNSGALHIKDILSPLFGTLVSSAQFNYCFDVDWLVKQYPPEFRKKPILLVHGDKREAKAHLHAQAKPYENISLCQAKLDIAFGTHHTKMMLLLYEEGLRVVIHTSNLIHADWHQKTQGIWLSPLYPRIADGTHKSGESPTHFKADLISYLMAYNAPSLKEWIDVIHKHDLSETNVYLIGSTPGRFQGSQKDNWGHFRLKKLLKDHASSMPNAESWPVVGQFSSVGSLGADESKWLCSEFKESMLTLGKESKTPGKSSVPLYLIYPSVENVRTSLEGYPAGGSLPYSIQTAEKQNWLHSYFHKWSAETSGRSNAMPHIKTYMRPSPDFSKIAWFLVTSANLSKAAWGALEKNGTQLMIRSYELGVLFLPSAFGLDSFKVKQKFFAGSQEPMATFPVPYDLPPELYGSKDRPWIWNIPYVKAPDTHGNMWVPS
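Signal: AlphaScreen proximity between streptavidin donor and anti-FITC acceptor beads on intact substrate. Reaction: Tdp1 1 nM, substrate 15 nM final, 5 min RT after 15 min compound preincubation.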
Active calls of the source: *; ? = inconclusive; . = no result given; & = joins results of further samples; [ ] = remark or other dose. The call rests on the fitted dose curve; in most records, active means well fitted curve in the direction sought with a large enough effect; inconclusive means small, poorly fitted or top-dose-only effect, or another doubt; inactive means no such curve, though single readings can be large; an effect the other way counts as inactive or inconclusive. Unless noted, on the % scale 0 is the no-effect control and ±100 the full control effect; potency means the concentration at half of the fitted maximal effect.

FEN1 inhibitor	N370S GC mod	TDP1 block	smiles
-2%	-7%	.	Cn1c(N2CCN(C(c3ccccc3)c3ccccc3)CC2)nc2c1c(=O)[nH]c(=O)n2C
-19%	11%	6%	COc1cc(C(CC(=O)N2CCOCC2)c2c(OC)cc(OC)c3c(-c4ccccc4)cc(=O)oc23)cc(OC)c1OC (stereo unspecified)
-7%	2%	.	CC1CCc2c(sc3[nH]c(=S)n(C)c(=O)c23)C1 (stereo unspecified)
16%	.	0%	COC(=O)c1c(-c2ccc(Cl)cc2)noc1N1CCN(c2ccc(OC)cc2)CC1
-16%	-11%	0%	Cc1ccc(C)c(-n2cc(-c3ccc(Cl)cc3)nc2SCC(=O)NC2CCS(=O)(=O)C2)c1 (stereo unspecified)
2%	6%	0%	O=C(CCC1CCCC1)NCCS(=O)(=O)N1CCN(c2ccccc2)CC1
5%	2%	1%[0.505 µM]	O=C(CN1C(=O)NC2(CCCC2)C1=O)NNC(=O)c1ccccc1
3%	6%	-2%	COc1cc2c(cc1OC)C(=O)CCS2
0%	-5%	6%	O=C(NNC(=O)c1sc2ccccc2c1Cl)Nc1ccc(Cl)cc1
6%	?	.	COc1ccc(OC)c(C2c3[nH]c4ccccc4c3C[C@H]3C(=O)N(CCCOC(C)C)CC(=O)N23)c1 (stereo partly specified)
7%	.	1%	O=C(CNC(=O)c1ccccc1)NCCCSc1ccccc1
4%	18%	1%	COC(=O)c1ccc2c(=O)n(Cc3ccco3)c(SCC(=O)Nc3ccc(C)c(Cl)c3)nc2c1
-3%	-16%	.	COc1cc(OC)c(OC)cc1/C=N/n1c(COc2ccccc2)n[nH]c1=S
2%	-4%	.	O=C1NCCCCC1NS(=O)(=O)c1ccc(Cl)cc1 (stereo unspecified)
-3%	.	5%	O=C(Nc1ccc(F)cc1F)c1noc2c1CCc1ccccc1-2
-1%	.	5%	CCOc1ccc2nc(N3CCN(C(=O)c4ccc(S(=O)(=O)CC)cc4)CC3)sc2c1
.	1%	3%	COC(=O)c1[nH]c2ccccc2c1NC(=O)CCN1CCN(C2CCCCC2)CC1
3%	-1%	0%	COC(=O)Cc1ccc(OCC(=O)NC2CCCC2)cc1
-6%	-15%	2%	COc1cccc(CC(=O)N2CCC(n3nccc3NC(=O)C3CCOC3)CC2)c1 (stereo unspecified)
4%	.	14%	CCCCNC(=O)c1nn(C)c2c1CSc1ccccc1-2
-7%	13%	4%	CC(=O)N1CCN(C(=S)c2ccc(Cl)cc2)CC1
0%	-25%	3%	NC(CO)c1cn([C@@H](CCC(=O)O)C(=O)N2CCNCC2)nn1 (stereo partly specified)
11%	-8%	.	COc1ccc(C(=O)NNC(=O)CSc2nnnn2-c2cc(OC)cc(OC)c2)cc1
3%	?	4%	CCOc1ccc(Nc2cc(C)nc(N3CCOCC3)n2)cc1
-1%	2%	5%	COc1cc(NS(=O)(=O)c2ccc(NC(=O)CN3C(=O)c4ccccc4C3=O)cc2)nc(OC)n1
1%	-6%	1%	CCN(CC)CCC(C)OC(=O)c1ccc(O)cc1O (stereo unspecified)
-17%	?	-2%	COc1ccccc1-n1c(=O)c2c3c(sc2n2c(SC(C)C)nnc12)CCC3
-19%	-22%	7%	Cc1ccc(O)c(-c2cc(-c3cccc(F)c3)n[nH]2)c1
-15%	-20%	2%	OC(COc1ccc(OCc2ccccc2)cc1)CN1CCCCC1 (stereo unspecified)
16%	6%	2%	COc1ccccc1CCc1nnc(CCC(=O)NCC[C@@H]2C[C@@H]3C=C[C@H]2C3)o1
6%	2%	.	COc1cccc(CNc2cc(C)ccn2)c1O
-3%	1%	6%	O=C(CSc1nc2ccccc2[nH]1)NCc1ccccc1
12%	8%	5%	CCC(O)CNc1nc(-n2nc(C)cc2C)nc2sc3c(c12)CC(C)(C)OC3 (stereo unspecified)
7%	11%	7%	O=C1CC(c2ccccc2)n2nc(NS(=O)(=O)c3ccccc3)nc2N1 (stereo unspecified)
-10%	-8%	2%	O=S(=O)(c1ccccc1)c1nnn2c1nc(NC1CCN(Cc3ccccc3)CC1)c1cc(Cl)ccc12
-1%	1%	1%	O=C(NCCSc1ccccc1)c1cncc(Br)c1
13%	.	0%[56.1 µM]	COc1ccc(CCC(=O)N2CCN(S(=O)(=O)c3cccc(C(F)(F)F)c3)CC2)cc1OC
-3%	-16%	4%	CCCCc1nc2n[nH]c(N)c2c2c1CSC(C)(C)C2
-6%	15%	4%	Brc1ccc(-c2ccc(/C=N/Nc3nc(N4CCOCC4)nc(N4CCOCC4)n3)o2)cc1
.	-5%	-4%	C=C1C(=O)C=C2CN(C(=O)c3ccccc3)[C@@](Cc3ccc(OC)cc3)(C(=O)OC)[C@@H]12
-28%	14%	.	Cn1c2ccccc2c(=O)c2ccc(C#Cc3ccc(N)cc3)cc21
4%	10%	-7%	COc1ccc(S(=O)(=O)N2CCCC(C(F)(F)F)C2)cc1 (stereo unspecified)
-1%	3%	5%	CC(C)Oc1cccc(C(=O)O)c1
8%	3%	3%	O=C(Nc1nc2nccc(-c3ccccc3)n2n1)c1ccc(F)cc1
7%	-26%	0%	CCOc1ccccc1/C=C/c1onc(C)c1S(=O)(=O)N1CCC(C(=O)NC(C)(C)C)CC1
-2%	-12%	6%	CN(C)CCN(C(=O)c1cccs1)c1nc2cc3c(cc2s1)OCCO3
8%	-6%	2%	Cc1nn(C(C)C(=O)NC(C)CCc2ccccc2)c(=O)c2cc3occc3n12 (stereo unspecified)
2%	.	0%	Cc1ccc(/C=C/S(=O)(=O)NCCC(=O)NCc2ccc(F)cc2)cc1

Record cards (already shown). Order of screens: FEN1 inhibitor	N370S GC mod	TDP1 block
`Cc1ccc(/C=C/S(=O)(=O)NCCC(=O)NCc2ccc(F)cc2)cc1` is listed with 2%	.	0%
`Brc1ccc(-c2ccc(/C=N/Nc3nc(N4CCOCC4)nc(N4CCOCC4)n3)o2)cc1` is listed with -6%	15%	4%
`CCCCc1nc2n[nH]c(N)c2c2c1CSC(C)(C)C2` is listed with -3%	-16%	4%
`Cn1c2ccccc2c(=O)c2ccc(C#Cc3ccc(N)cc3)cc21` is listed with -28%	14%	.
`O=C(Nc1nc2nccc(-c3ccccc3)n2n1)c1ccc(F)cc1` is listed with 8%	3%	3%

Next results follow:
FEN1 inhibitor	N370S GC mod	TDP1 block	smiles
-2%	.	2%	COc1ccc(NS(=O)(=O)c2ccc(C)c(C(=O)NCCCN3CCCC3=O)c2)cc1
3%	7%	4%	CC(C)C(=O)NCCn1ccc2ccccc21
8%	10%	7%	Cc1cccc2c3c([nH]c12)C(=O)CC(C)(C)S3
10%	4%	3%	CCOC(=O)C1CCCN(c2c(NCCCN3CCCC(C)C3)c(=O)c2=O)C1 (stereo unspecified)
-2%	0%	2%	CN1CCN(CCC(=O)Nc2cccc(Br)c2)CC1
-3%	-15%	-2%	CN1CCC(=NNC(=O)C(=O)NC(C)(C)C)CC1
13%	-4%	2%	Cc1c(-c2ccccc2)n[nH]c1C(=O)NN
11%	1%	7%	Cc1cc(CN2CCOCC2)c(O)c(C2(C)CCCCC2)c1
4%	-1%	-1%	COc1cccc(C(=O)Nc2ccc(NC(=O)c3ccco3)cn2)c1
7%	.	5%	COc1ccc(-c2csc3ncnc(Sc4nnnn4C)c23)cc1
4%	-2%	3%	CC(C)CC(=O)Nc1ccc(N2CCN(S(C)(=O)=O)CC2)cc1
-5%	.	1%	Cc1ccccc1CN(C)c1ccc(S(=O)(=O)N2CCN(C)CC2)cn1
-14%	-20%	1%	CN(C)C(=S)Nc1cccc(C(F)(F)F)c1
-2%	.	4%	Clc1cccc(CSc2nc(NCCc3ccccc3)c3ccccc3n2)c1
0%	-13%	-3%	CN(Cc1ccsc1)C(=O)Cn1cc(Br)ccc1=O
9%	3%	-9%	CN(C)c1ncccc1-c1nc2ccccc2s1
-4%	6%	4%	CC(=O)c1c(C)[nH]c(C(=O)Nc2ccc(C)c(C)c2)c1C
3%	.	0%	CC(C)(C)C(=O)Nc1cc(-c2cccc(Br)c2)nn1-c1ccccc1
-5%	.	0%	CC(NC(=O)CCn1c(=O)c2cccn2c2ccc(F)cc21)c1ccccc1 (stereo unspecified)
3%	-11%	5%	COc1ccccc1CNC(=O)CN(CCc1ccccc1)S(C)(=O)=O
-1%	.	3%	COc1ccc(NC(=O)Cn2c(=O)cc(C)c3c(C)nn(-c4cccc(Cl)c4C)c32)cc1OC
1%	-2%	8%	COc1cc2c3c(c1)C(C)=CC(C)(C)N3C(=O)C2=O
-13%	10%	9%	COc1ccccc1CCN1C(=S)NC(C)(C)CC1(C)O (stereo unspecified)
-13%	.	-3%	CC(C)(C)C1CCc2nc(NC(=O)COc3ccccc3[N+](=O)[O-])sc2C1 (stereo unspecified)
-1%	1%	0%	CCOCCc1nnc(N)s1
-5%	.	9%	O=C(O)CC1c2ccccc2CCN1C(=O)Nc1cc(Cl)ccc1Cl (stereo unspecified)
-20%	-18%	4%	O=C(/C=C/c1ccc(OCc2c(F)cccc2Cl)cc1)N1CCOCC1
-15%	-3%	.	COc1ccc(CNC(=O)CNC(=O)c2sc3ccccc3c2Cl)cc1OC
-3%	-8%	.	CC1([N+](=O)[O-])COC2(OC1)C(=O)Nc1ccccc12 (stereo unspecified)
-19%	6%	0%	O=C(NC1CCCCC1)c1cc2cc(Br)ccc2o1
7%	-4%	-1%	c1ccc2c(c1)c1ccccc1n1c(-c3ccc4c(c3)OCO4)nnc21
-27%	4%	-4%	Cc1cc2cc(CNC(=O)c3ccc(C)c([N+](=O)[O-])c3)ccc2[nH]1
5%	-3%	-1%	CN(C)CCCNC(=O)c1ccc(Oc2ccccc2)cc1
7%&-19%	.	1%	COc1ccc(SC[C@H](Cc2ccccc2)N2CC[C@@H](NC(=O)OCc3ccccc3)CCC2=O)cc1
5%	?	.	CCC(C)c1ccccc1OCCCN(C)Cc1ccccc1 (stereo unspecified)
-1%	3%	0%	CN(C)S(=O)(=O)c1cccc(NC(=S)Nc2cc(Cl)cc(Cl)c2)c1

5 of the compounds above, comma-delimited.
molecule,FEN1 inhibitor,N370S GC mod,TDP1 block
CCOCCc1nnc(N)s1,-1%,1%,0%
O=C(O)CC1c2ccccc2CCN1C(=O)Nc1cc(Cl)ccc1Cl (stereo unspecified),-5%,.,9%
O=C(/C=C/c1ccc(OCc2c(F)cccc2Cl)cc1)N1CCOCC1,-20%,-18%,4%
COc1ccc(CNC(=O)CNC(=O)c2sc3ccccc3c2Cl)cc1OC,-15%,-3%,.
CC1([N+](=O)[O-])COC2(OC1)C(=O)Nc1ccccc12 (stereo unspecified),-3%,-8%,.

Following part
FEN1 inhibitor	N370S GC mod	TDP1 block	smiles
-1%	-21%	3%	CN(C)CC#CCC(O)(c1ccccc1)c1ccccc1
3%	11%	8%	CCOc1cc(/C=N/NC(N)=O)ccc1OCC(=O)Nc1ccc(C)c(C)c1
3%	-1%	2%	O=C(NCc1ccc2c(c1)OCO2)c1ccc(NC(=O)C2CCCO2)cc1 (stereo unspecified)
-4%	11%	2%	CCOC(=O)c1nc(-c2ccccc2)oc1N(C)C
-1%	-3%	4%	C[C@H](NC(=O)Nc1cccc(Br)c1)C(=O)O
-5%	11%	4%	Cc1[nH]c2ccccc2c1CCNC(=O)c1ccc2c(c1[N+](=O)[O-])C(=O)c1ccccc1C2=O
-1%	27%	1%	CC(C)CCNC(=S)Nc1ccc2nc3n(c(=O)c2c1)CCCCC3
-11%	-1%	3%	CC(C)COC(=O)NCCOC(=O)Nc1cccc(Cl)c1
-11%	-9%	8%	COc1ccc(NC(=O)c2ccc3ccccc3n2)cc1S(=O)(=O)N1CCCCC1
-7%	-3%	.	CCCCNC(=O)NNC(=O)c1cc(C)on1
-3%	-20%	5%	CC(C)Oc1cccc(C(=O)C2CCCN(Cc3cccn3-c3ccccn3)C2)c1 (stereo unspecified)
-3%	-8%	2%	COc1ccc(NC(=O)CSc2nnc(NC(=O)c3ccco3)s2)cc1OC
-5%	.	5%	COc1ccc(CCNC(=O)CCc2c(C)nc3nc(C)nn3c2C)cc1OC
5%	12%	-3%	O=C1CC(c2ccco2)Cc2c1cnn2-c1nc2ccccc2s1 (stereo unspecified)
-11%	-16%	3%[0.0935 µM]	CN(CC(=O)NCc1ccc(F)cc1)Cc1cccc(Cl)c1
7%	-9%	0%	COc1ccc(CC(=O)Nc2ccc(C(=O)Nc3ccccc3C(=O)O)cc2)cc1OC
18%	3%	3%	O=C(O)CC(NC(=O)C1c2ccccc2Oc2ccccc21)c1ccc(Cl)cc1 (stereo unspecified)
1%	4%	3%	COc1ccc(CCNC(=O)C2CCC(CNS(=O)(=O)c3ccc(F)cc3)CC2)cc1OC (stereo unspecified)
4%	-7%	7%	O=C(Nc1ccc(N2C(=O)C3C4C=CC(C4)C3C2=O)cc1)Nc1cccnc1 (stereo unspecified)
?	.	2%	CCOC(=O)c1cc(-c2ccccc2C)n(CC2CC(c3ccc(OC)cc3)=NO2)n1 (stereo unspecified)

This is a random part of the collection (roughly 0.53% active in at least one column).
